NCI-60 one-dose screen, 48 h, at 10 µM unless noted. Numbers give growth in % (100 = growth as untreated, 0 = no growth, -100 = all killed).
T-47D: T-47D breast cancer | hit rate 5% among 79,000 | AID 1794792
HS 578T: HS 578T breast cancer; hit rate 4.1% among 78,000; AID 1794788
SK-MEL-2: SK-MEL-2 melanoma; hit rate 4.7% among 77,000
BT-549: BT-549 breast cancer; hit rate 4.4% among 78,000; AID 1794793
LOX IMVI: LOX IMVI melanoma; hit rate 7.4% among 79,000
MCF7: MCF7 breast cancer; hit rate 6.3% among 82,000; AID 1794796
MDA-MB-231: MDA-MB-231 breast cancer. AID 1794789. hit rate 5% among 81,000
MALME-3M: MALME-3M melanoma. hit rate 5.8% among 78,000
* marks the source's active call; other numbers are inactive results; . = not tested or not shown; & = joins results of further samples; [ ] = another dose, or the depositor's remark. Rule for the calls: active = growth percent below 10; inactive = the rest.

item	canonical_smiles	T-47D	HS 578T	SK-MEL-2	BT-549
1	COc1ccc(-c2cc(-c3ccc(N)cc3)[nH]c(=O)c2C#N)cc1O	78	113	106	95
2	Cc1nc([P+](c2ccccc2)(c2ccccc2)c2ccccc2)c(NCCO)o1	82	93	103	114
3	O=S(O)c1ccc(Cl)cc1	.	106	98	105
4	CC(C)=CCC/C(C)=C/COC(=O)/C=C\C(=O)NC(N)=O	88	94	106	100
5	COc1ccc(-c2nc3ccccn3c2/C=C/C(=O)c2cc(OC)c(OC)c(OC)c2)cc1	27	.	53	62
6	CC(=O)OC[C@H]1OC(Sc2sc(C(=O)c3ccc(Cl)cc3)c(N)c2-c2nc3ccccc3s2)[C@@H](OC(C)=O)[C@@H]1OC(C)=O (stereo partly specified)	102	93	108	107
7	O=C(Cn1cc(C2CC2)nn1)Nc1nc(-c2ccc(Cl)cc2)cs1	76	102	94	102
8	CSC(=S)O[C@@H]1CC(C)(C)CC2C3=CCC4[C@@]5(C)CCC(O)C(C)(C)C5CC[C@@]4(C)[C@]3(C)CC[C@]21C(=O)O (stereo partly specified)	96	110	100	108
9	N#CC1=C(c2ccco2)Nc2c(c(-c3ccccc3)nn2-c2ccccc2)C12C(=O)Nc1ccc(Cl)cc12 (stereo unspecified)	27	-23*	80	15
10	Cc1ccc(N2C(=O)C3C(C2=O)C2(c4ccccc4)C(=O)C3(c3ccccc3)C(c3ccccc3)=C2c2ccccc2)cc1 (stereo unspecified)	70	104	52	81

item	LOX IMVI	MCF7	MDA-MB-231	MALME-3M
1	99	95	92	103
2	86	87	100	87
3	93	105	103	98
4	.	77	103	100
5	44	19	42	43
6	95	100	86	101
7	97	87	98	74
8	95	91	99	115
9	2.5*	21	-4.2*	22
10	46	79	88	60

Later entries
item	canonical_smiles	T-47D	HS 578T	SK-MEL-2	BT-549
11	O=[N+]([O-])c1ccc(C(c2ccccc2)c2ccccc2)cc1	109	109	110	.
12	C/C(=N/NC(N)=S)c1ccc(C)cc1	22	102	101	105
13	CC(=O)Nc1ccc2c(c1)Cc1c-2cc(Cl)c(NC(C)=O)c1Cl	100	112	115	110
14	O=[N+]([O-])c1ccc(/C=c2\sc3scc(-c4ccc([N+](=O)[O-])cc4)[n+]3\c2=C/c2ccc([N+](=O)[O-])cc2)cc1	89	90	98	102
15	COc1cc(C(=O)OC(C)CN2CCOCC2)cc(OC)c1OC (stereo unspecified)	104	129	98	.
16	O=C(CN1CCN(Cc2c[nH]c3ccccc23)C(=O)c2ccccc2C1=O)NC12CC3CC(CC(C3)C1)C2	72	83	90	96
17	CCOC(=O)c1sc(-c2ccc(OS(=O)(=O)c3ccc(Cl)cc3)c(C=O)c2)nc1C	71	79	101	76
18	O=C(Nc1ccc(Cl)c(C(F)(F)F)c1)c1ccc(Nc2ccc(Cl)nn2)cc1	29	86	83	37
19	COc1ccc(C(=O)N/N=C/c2cc(OC)ccc2OC)cc1	99	117	103	107
20	O=S(=O)(c1ccccc1)c1cc2c(nc1OCc1ccccc1)-c1cnn(-c3ccc(Cl)cc3)c1CC2	88	86	90	113

item	LOX IMVI	MCF7	MDA-MB-231	MALME-3M
11	70	85	86	107
12	108	26	97	102
13	99	92	91	109
14	95	102	83	105
15	110	97	108	98
16	96	91	90	102
17	43	77	91	83
18	55	53	59	106
19	91	84	97	108
20	99	101	97	94

Part of the list above in order of SMILES length, ascending:
item	canonical_smiles	T-47D	HS 578T	SK-MEL-2	BT-549
3	O=S(O)c1ccc(Cl)cc1	.	106	98	105
12	C/C(=N/NC(N)=S)c1ccc(C)cc1	22	102	101	105
19	COc1ccc(C(=O)N/N=C/c2cc(OC)ccc2OC)cc1	99	117	103	107
4	CC(C)=CCC/C(C)=C/COC(=O)/C=C\C(=O)NC(N)=O	88	94	106	100
7	O=C(Cn1cc(C2CC2)nn1)Nc1nc(-c2ccc(Cl)cc2)cs1	76	102	94	102
13	CC(=O)Nc1ccc2c(c1)Cc1c-2cc(Cl)c(NC(C)=O)c1Cl	100	112	115	110
1	COc1ccc(-c2cc(-c3ccc(N)cc3)[nH]c(=O)c2C#N)cc1O	78	113	106	95
2	Cc1nc([P+](c2ccccc2)(c2ccccc2)c2ccccc2)c(NCCO)o1	82	93	103	114
18	O=C(Nc1ccc(Cl)c(C(F)(F)F)c1)c1ccc(Nc2ccc(Cl)nn2)cc1	29	86	83	37
5	COc1ccc(-c2nc3ccccn3c2/C=C/C(=O)c2cc(OC)c(OC)c(OC)c2)cc1	27	.	53	62
20	O=S(=O)(c1ccccc1)c1cc2c(nc1OCc1ccccc1)-c1cnn(-c3ccc(Cl)cc3)c1CC2	88	86	90	113
9	N#CC1=C(c2ccco2)Nc2c(c(-c3ccccc3)nn2-c2ccccc2)C12C(=O)Nc1ccc(Cl)cc12 (stereo unspecified)	27	-23*	80	15

item	LOX IMVI	MCF7	MDA-MB-231	MALME-3M
3	93	105	103	98
12	108	26	97	102
19	91	84	97	108
4	.	77	103	100
7	97	87	98	74
13	99	92	91	109
1	99	95	92	103
2	86	87	100	87
18	55	53	59	106
5	44	19	42	43
20	99	101	97	94
9	2.5*	21	-4.2*	22

item	canonical_smiles	T-47D	HS 578T	SK-MEL-2	BT-549
10	Cc1ccc(N2C(=O)C3C(C2=O)C2(c4ccccc4)C(=O)C3(c3ccccc3)C(c3ccccc3)=C2c2ccccc2)cc1 (stereo unspecified)	70	104	52	81
8	CSC(=S)O[C@@H]1CC(C)(C)CC2C3=CCC4[C@@]5(C)CCC(O)C(C)(C)C5CC[C@@]4(C)[C@]3(C)CC[C@]21C(=O)O (stereo partly specified)	96	110	100	108
6	CC(=O)OC[C@H]1OC(Sc2sc(C(=O)c3ccc(Cl)cc3)c(N)c2-c2nc3ccccc3s2)[C@@H](OC(C)=O)[C@@H]1OC(C)=O (stereo partly specified)	102	93	108	107
14	O=[N+]([O-])c1ccc(/C=c2\sc3scc(-c4ccc([N+](=O)[O-])cc4)[n+]3\c2=C/c2ccc([N+](=O)[O-])cc2)cc1	89	90	98	102

item	LOX IMVI	MCF7	MDA-MB-231	MALME-3M
10	46	79	88	60
8	95	91	99	115
6	95	100	86	101
14	95	102	83	105

(listing goes on)
item	canonical_smiles	T-47D	HS 578T	SK-MEL-2	BT-549
21	Cc1c(C)c([N+](=O)[O-])c(C(C)(C)C)c([N+](=O)[O-])c1C	103	.	116	120
22	CCOc1ccc(C(=O)CCC(=O)O)c(C)c1	97	103	106	.
23	N#CCCCCCCCCCC#N	93	.	84	100
24	O=C(c1ccccc1)c1ccc(Sc2ccccc2)cc1	93	83	89	88
25	CC(C)C(=O)OCCCCCOC(=O)C(C)C	98	.	104	97
26	O=C(CSc1nc2sc3c(c2c(=O)n1-c1ccc(Cl)cc1)CCCC3)NNC(=O)Nc1cccc(C(F)(F)F)c1	13	57	-8.1*	54
27	Cc1c(-c2csc3nncn23)no[n+]1[O-]	105	98	108	104
28	COc1nccc2cc3c(=O)n4c(cc5ccnc(OC)c54)c(=O)n3c12	95	112	102	101
29	COc1ccc2cc(C(C)C(=O)Nc3ccc(C(=O)Nc4ccc(S(=O)(=O)N=C(N)N)cc4)cc3)ccc2c1 (stereo unspecified)	131	97	105	104
30	COc1ccc(N(c2nc(-c3ccc([N+](=O)[O-])cc3)cs2)C(C)C)cc1	53	85	92	97

item	LOX IMVI	MCF7	MDA-MB-231	MALME-3M
21	94	112	108	97
22	106	103	103	92
23	99	100	114	98
24	97	82	105	94
25	115	96	107	94
26	-17*	17	59	30
27	99	90	98	101
28	97	101	112	96
29	100	100	90	92
30	81	.	74	95

The list goes on.
item	canonical_smiles	T-47D	HS 578T	SK-MEL-2	BT-549
31	O=c1[nH]c2ccc(Br)cc2c(=O)o1	101	105	110	92
32	O=C(CNC(=O)c1cccc2ccccc12)Nc1ccccc1Oc1ccc(O)cc1	36[5 µM]	.	.	59[5 µM]
33	CCOC(=O)c1nn(C2CCCCO2)c2ccc(NC(=O)CN3CCOCC3)cc12 (stereo unspecified)	99	99	108	101
34	CCOC(=O)C(=O)C(=O)CC(=O)CC(C)C	102	100	123	107
35	COc1ccc(-n2c(-c3ccccc3)c(-c3ccccc3)c3c(SCC(=O)n4[nH]c(N)cc4=O)ncnc32)cc1	71	102	92	85
36	C[C@H](C(=O)O)c1ccc2c3cc(Cl)ccc3n(CC(=O)Nc3cccc(Cl)c3)c2c1	86	84	90	99
37	Nc1n[nH]c2cccc(C#Cc3cccc(NC(=O)c4ccc(N5CCOCC5)c(C(F)(F)F)c4)c3)c12	-1.0*	-11*	-7.6*	14
38	CN(C)c1ccc2[nH]c3c(C(N)=O)cc(=O)c(=O)c=3oc2c1	18	20	85	46
39	CC1OC(O[C@@H]2C(O)C(CO)OC(O[C@H]3COC(O[C@H]4CC[C@]5(C)[C@H]6CC[C@]78OC[C@@]9(CC[C@](C)(C=O)C[C@H]97)[C@H](O)C[C@@]8(C)[C@]6(C)CC[C@H]5C4(C)C)[C@@H](OC4OC(CO)[C@@H](O)[C@@H](O)[C@@H]4O)[C@@H]3O)[C@H]2OC2OC[C@@H](O)[C@@H](O)[C@@H]2O)[C@@H](O)[C@@H](O)[C@H]1O (stereo partly specified)	53	-37*	-35*	-57*
40	C[C@H]1[C@H](C)CC[C@]2(C(N)=O)CC[C@]3(C)C(=CC[C@@H]4[C@@]5(C)CCC(=O)C(C)(C)[C@@H]5CC[C@]43C)[C@H]12	74	98	95	118

item	LOX IMVI	MCF7	MDA-MB-231	MALME-3M
31	101	104	112	110
32	41[5 µM]	27[5 µM]	48[5 µM]	58[5 µM]
33	98	97	102	104
34	93	104	101	100
35	98	72	84	104
36	98	87	107	92
37	-97*	26	-22*	11
38	8.8*	2.4*	63	88
39	-5.4*	11	-48*	-70*
40	97	83	103	101

Going on with the list.
item	canonical_smiles	T-47D	HS 578T	SK-MEL-2	BT-549
41	O=S1(=O)c2ccccc2C(O)(c2ccccc2)c2ccccc21	103	90	116	101
42	O=C1C(Cl)=C(N/N=c2/[nH][nH]/c(=N/NC3=C(Cl)C(=O)c4ccccc4C3=O)c3ccccc23)C(=O)c2ccccc21	15	37	96	83
43	Cc1ccc(S(=O)(=O)CC(=O)c2cc3cc(Br)ccc3o2)cc1	87	95	106	110
44	Nc1cccc2c1C(=O)OC2=O	96	88	98	107
45	NC(=O)N/N=C/c1ccc([N+](=O)[O-])o1	108&100&104	105&117&104	98&115	103&106&98
46	N=c1ccc2nc3c(cc(N)c4ccccc43)oc-2c1	-80*	-23*	-36*	-13*
47	CNC(=O)c1cc(-c2ccc(NC(=O)Nc3ccc(Cl)c(C(F)(F)F)c3)cc2)nc2cccnc12	113	107	116	.
48	Cc1ccccc1NC(=S)Nc1ccccn1	102	98	23	51
49	Nc1nc(-c2cccnc2)nc2c1sc(=S)n2-c1ccc(F)cc1	89	107	107	97
50	CC(=O)Oc1ccccc1C(=O)[Se]Cc1ccc(C[Se]C(=O)c2ccccc2OC(C)=O)cc1	80	97	93	101

item	LOX IMVI	MCF7	MDA-MB-231	MALME-3M
41	107	104	96	.
42	70	54	43	85
43	103	103	95	100
44	99	100	97	98
45	97&99&86	98&87&92	97&95&102	105&131&85
46	-96*	-62*	-53*	-91*
47	99	87	98	114
48	94	91	99	118
49	94	93	108	104
50	101	88	108	126

More entries follow.
item	canonical_smiles	T-47D	HS 578T	SK-MEL-2	BT-549
51	Cc1ccc(N=Nc2c(C)nn(-c3nc(-c4cc5ccccc5oc4=O)cs3)c2C)cc1	82	99	106	91
52	O=C(Nc1ccccc1C(=O)Nc1cccc(S(=O)(=O)C(F)(F)F)c1)c1ccccc1O	78	90	99	119
53	O=c1c2ccccc2sc2ccccc12	83	108	103	98
54	CCOC(=O)NN(C(=O)OCC)N1CCOCC1	108	93	125	114
55	O=C(NNc1nccc(Nc2ccc(S(=O)(=O)Nc3ccncc3)cc2)n1)c1cccc(Br)c1	87	108	85	103
56	COC(=O)CCC1(C(N)=O)CCC(=O)c2ccccc21 (stereo unspecified)	110&101	111&102	118&109	114&113
57	COc1ccc2cc(-c3nc4c(cnn4-c4ccccc4)c(=O)[nH]3)c(OC)nc2c1	77	90	91	85
58	CC(=O)Nc1c(C(=O)Nc2ccccc2)sc2nc3c(cc12)C(OC(C)=O)CCC3 (stereo unspecified)	93	102	90	84
59	Clc1ccc(-c2ccc(OCCCN3CCN(c4ccncc4)CC3)cc2)cc1	16	82	100	75
60	O=C(C(=O)N1CCCC1)c1ccc(OC2OC(CO)C(O)C(O)C2O)cc1 (stereo unspecified)	98	.	108	99

item	LOX IMVI	MCF7	MDA-MB-231	MALME-3M
51	97	87	88	97
52	91	82	89	89
53	97	100	99	124
54	92	90	104	106
55	95	93	99	115
56	106&97	95&97	109&108	126&107
57	95	83	89	139
58	92	98	101	90
59	-90*	-1.2*	33	84
60	104	110	113	109

(cont.)
item	canonical_smiles	T-47D	HS 578T	SK-MEL-2	BT-549
61	CCOC(=O)CC(=O)N(c1ccc(OC)cc1)C(C(=O)OC)c1ccccc1 (stereo unspecified)	90	102	112	105
62	Cn1c(=O)c2c(nc(Br)n2C)n(C)c1=O	107	94	104	104
63	COc1ccc(-n2nc(C(=O)NCCC(=O)NO)nc2-c2ccccc2)cc1	.	90	95	95
64	Cc1nnc(C)n1N	102&100	98&105	117	104&113
65	O=C(c1ccc([N+](=O)[O-])cc1)N1CCOCC1	95	123	96	91
66	CCCCCCCCCC1OCC(C)([N+](=O)[O-])CO1 (stereo unspecified)	82	.	86	101
67	N#Cc1cc(Cl)c2c(c1)CN(c1ncc(Cc3cccc(C(N)=O)c3)s1)CC2	30	99	79	54
68	Cc1nn(-c2ccccc2)c(N2CCCC2)c1-c1nc2ccc(C(=O)NN=Cc3ccc(Cl)cc3)cc2[nH]1	46	.	97	76

item	LOX IMVI	MCF7	MDA-MB-231	MALME-3M
61	107	92	112	113
62	97	89	111	94
63	94	93	98	93
64	109&103	101&99	114&110	101&120
65	96	94	109	108
66	86	85	96	113
67	79	65	81	86
68	79	79	85	85

This is a random part of the collection; overall some 11% were active at least once.
